# Screening data deposited in PubChem by The Scripps Research Institute Molecular Screening Center.
# MITF primary: inhibitors of human MITF; O75030; AlphaScreen MITF homodimerization, bead proximity signal; inhibition, % at 2.6 µM; hit rate 0.91% among 650,000; in the data active means inhibition above about 50%;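 further: 0% = vehicle wells with protein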
# Target sequence (O75030 whole entry, looked up): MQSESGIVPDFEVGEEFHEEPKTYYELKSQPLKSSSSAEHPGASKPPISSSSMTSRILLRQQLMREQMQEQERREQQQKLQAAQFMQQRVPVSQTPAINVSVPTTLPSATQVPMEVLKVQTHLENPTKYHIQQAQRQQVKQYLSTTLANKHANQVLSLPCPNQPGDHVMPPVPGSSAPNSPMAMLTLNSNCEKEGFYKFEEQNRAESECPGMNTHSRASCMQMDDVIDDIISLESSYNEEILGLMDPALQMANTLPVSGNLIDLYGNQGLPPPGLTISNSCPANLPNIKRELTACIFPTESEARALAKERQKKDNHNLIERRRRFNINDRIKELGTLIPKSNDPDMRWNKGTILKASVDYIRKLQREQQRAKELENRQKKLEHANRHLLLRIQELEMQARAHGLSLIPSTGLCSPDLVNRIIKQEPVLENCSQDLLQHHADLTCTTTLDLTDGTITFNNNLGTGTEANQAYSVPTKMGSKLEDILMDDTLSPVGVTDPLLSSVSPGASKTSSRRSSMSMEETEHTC
# GPR151 ag: human GPR151 activation | PathHunter beta-arrestin GPR151 cells, luminescence | activation, % at 11.2 µM | AID 1508602 | hit rate 1% among 650,000 | Q8TDV0; in the data active means activation above about 4.9%;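 further: 0% = median of compound wells and 100% = cells with positive control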
# Target sequence (Q8TDV0 whole entry, looked up): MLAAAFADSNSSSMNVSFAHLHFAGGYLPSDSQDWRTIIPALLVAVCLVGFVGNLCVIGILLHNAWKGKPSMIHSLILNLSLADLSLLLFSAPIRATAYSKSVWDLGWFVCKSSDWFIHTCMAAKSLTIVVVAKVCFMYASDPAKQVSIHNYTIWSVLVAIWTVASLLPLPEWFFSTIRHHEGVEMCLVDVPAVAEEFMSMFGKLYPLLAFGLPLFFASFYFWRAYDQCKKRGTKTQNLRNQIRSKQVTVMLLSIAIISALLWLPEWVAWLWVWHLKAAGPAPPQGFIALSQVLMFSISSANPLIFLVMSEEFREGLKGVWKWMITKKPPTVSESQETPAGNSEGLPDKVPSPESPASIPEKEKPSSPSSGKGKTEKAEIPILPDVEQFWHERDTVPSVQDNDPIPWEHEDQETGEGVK
# TEAD-YAP inh: TEAD-YAP interaction inhibition | HEK-TIYL cells, TEAD-Gal4/YAP UAS-luciferase luminescence | inhibition, % at 9.12 µM | hit rate 1.4% among 640,000 | AID 1259422; in the data active means inhibition above about 32%;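 further: 0% = median of test compound wells and 100% = reference inhibitor wells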
# FBW7 act: human FBW7 E3 ligase activation, primary screen | AlphaScreen FBW7–phospho-cyclin E peptide binding, activator screen | Q969H0 | normalized activity (activation), % at 26.1 µM | hit rate 0.13% among 650,000; in the data active means normalized activity above about 1.9%;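 further: purified mutant Fbw7 with reduced substrate affinity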
# * marks the source's active call; other numbers are inactive results; & = joins results of further samples.
SMILES,MITF primary,GPR151 ag,TEAD-YAP inh,FBW7 act
c1ccc(-n2cnc3c(Nc4ccc5c(c4)OCO5)nc(Nc4ccc(-n5ccnc5)cc4)nc32)cc1,18,1.0,43*,0.0
CN(CCOc1ccc(CC2SC(=O)NC2=O)cc1)c1ccccn1 (stereo not given),-2&5&-8&2&-13&-5,0.7&-0.9&2.4&2.4&0.6&-0.9,-12&-4&-2,-0.1&0.2&-0.2&0.3
CCOc1ccc(C(=O)Nc2ccc3oc(-c4ccc(F)cc4)nc3c2)cc1Br,-29,0.8,-7,0.3
O=C(CCCCC(=O)NNC(=O)COc1ccccc1)NNC(=O)COc1ccccc1,3,0.7,2,-0.1
COc1ccc(S(=O)(=O)n2nc(-c3ccc(Cl)cc3)cc2N)cc1OC,8,0.8,-6,-0.1
Cc1ccc(C(=O)COC(=O)c2ccc(N3C(=O)C4C5C=CC(C5)C4C3=O)cc2)cc1[N+](=O)[O-] (stereo not given),11,-0.4,-10,0.4
CCN1Cc2cccc(CNc3cc(OC)cc(OC)c3)c2C1,-5,0.8,9,-0.3
COc1cccc(CN(C)C(=O)Nc2ccc(-c3cn[nH]c3)cc2OCCN2CCOCC2)c1,26,2.6,-4,1.2
CC1CN(CC(O)COc2ccc3c(c2)CCC3)CC(C)O1 (stereo not given),11,-0.3,4,-0.1
O=C(CCS(=O)(=O)Cc1ccccc1)Nc1ccc([N+](=O)[O-])cc1Cl,1,0.3,3,-0.1
NC(=O)c1ccccc1N(Cc1ccccc1)S(=O)(=O)c1ccccc1,-7,2.0,2,0.2
O=C(c1cc(F)c(F)cc1Cl)n1nnc2ccccc21,23,-0.4,-10,0.5
CCOc1ccc(CC(=O)Nc2c(C(=O)c3ccc(OC)cc3)oc3ccccc23)cc1OCC,-20,0.8,3,0.0
Cc1cccc(C(=O)NNC(=O)COc2ccc3c(C)cc(=O)oc3c2)c1C,-8,-1.6,1,0.0
COc1ccc(-c2nnn(CC(=O)NCCc3c[nH]c4ccccc34)n2)cc1OC,17,0.5,5,0.0
O=C(NCc1ccncc1)C(=O)NCC1OCCN1S(=O)(=O)c1ccc(F)cc1 (stereo not given),4,-0.3,4,-0.1
COC(=O)c1sc(S(=O)(=O)Nc2ccc(C)c(C)c2)c(C(=O)OC)c1C,4,-0.2,2,-0.4
O=C1N=C(SCC(=O)N2c3ccccc3Sc3ccccc32)NC(=O)C1c1ccccc1 (stereo not given),2,-1.3,3,0.1
C=CCN(CC=C)C(=O)c1ccc(I)cc1,-9,1.4,-5,0.0
O=[N+]([O-])c1c(Nc2ccc(Br)cc2)n[nH]c1-c1nnco1,7,0.5,-15,-0.1
NC(=O)c1ccsc1NC(=O)CSc1nnc(-c2cccnc2)n1N,1,0.2,4,-0.1
CSc1nnc(NC(=O)c2ccco2)s1,21,-3.6,-32,0.1
COc1ccc(CC(=O)Oc2cc(C)[nH]c(=O)c2[N+](=O)[O-])cc1,4,-0.3,-2,0.1
COc1ccccc1NC(=O)c1sc(=S)n(-c2c(C)cccc2C)c1N,-1,0.4,-10,-0.1

# Entries of single compounds, quoted from the list.
# Record of `NC(=O)c1ccsc1NC(=O)CSc1nnc(-c2cccnc2)n1N` = MITF primary: 1; GPR151 ag: 0.2; TEAD-YAP inh: 4; FBW7 act: -0.1
# Record of `O=C1N=C(SCC(=O)N2c3ccccc3Sc3ccccc32)NC(=O)C1c1ccccc1` (stereo not given) = MITF primary: 2; GPR151 ag: -1.3; TEAD-YAP inh: 3; FBW7 act: 0.1

# (next part)
SMILES,MITF primary,GPR151 ag,TEAD-YAP inh,FBW7 act
CCCNC(=O)c1csc(-c2cccc(N)c2)n1,-6,-0.4,-1,-0.1
COc1ccc(NC(=O)C2CCCN2c2nn3c(=O)cc(C)nc3s2)cc1 (stereo not given),-13,-2.4,1,0.3
CCCCSc1nnc2nc(C)cc(C)n12,2,-1.3,-17,0.0
Cc1ccc(S(=O)(=O)NNC(=O)CC2(C)OCCO2)cc1,12,-0.4,9,0.1
COC(=O)/C(=C/c1ccccc1F)NC(=O)c1ccccc1,6,0.1,-1,-0.3
O=C(Nc1ccc([N+](=O)[O-])cc1)c1ccccc1Cl,11,-0.1,-32,0.1
Cc1nc(Cl)c2c(n1)NC(=O)CO2,-4,-1.1,11,-0.1
N#CC1=C(N)N(c2ccc(Br)cn2)C2=C(C(=O)CCC2)C1c1ccc(Br)cc1 (stereo not given),17,1.2,4,-0.1
COc1ccc(CNC(=O)c2cccc(C(=O)NCc3ccc(OC)cc3)c2)cc1,-4,1.6,2,0.1
Cc1cc(C)cc(NC(=O)N2CCOc3ccc(C)cc32)c1,-2,-2.6,-4,-0.1
NC(=O)CN1CCC(O)(c2ccccc2F)CC1,-3,-0.1,8,-0.1
CCc1c(C)sc2ncn3c(=O)n(CCN4CCCCC4)nc3c12,20,-0.8,9,0.1
COc1ccc2oc(=O)c(-c3nc4ccccc4c(=O)[nH]3)cc2c1,-2,0.9,-11,-0.1
COc1cc(C(=O)N/N=C/c2c[nH]c3ccccc23)ccc1O,0,0.5,-2,0.0
O=C1NC(=Nc2ccccc2)/C(=C/c2cccc(Br)c2)S1,3,1.2,3,-0.1
CSc1cccc(NC(=O)C2C3C=CC4(O3)C2C(=O)N(C2CCCCC2)C4C(=O)NC2CCCC(C)C2C)c1 (stereo not given),2,-0.1,3,0.4
CN(C)c1ccc(N=Cc2nc(-c3ccccc3)oc2O)cc1,6,-0.8,-21,-0.3
CCCC(=O)Nc1sc(C(=O)Nc2ccc(OCC)cc2)c(C)c1C(=O)OC,12,-0.9,-5,0.5
Cc1cccc(NC(=O)CSc2ncnc3nc[nH]c23)c1C,6,-0.1,-2,0.1
CCOC(=O)CSCC1=C(C(=O)OCC)CNC(=O)N1,-3,0.9,8,0.1
O=c1c2sc(=S)n(Cc3ccco3)c2nc(SCc2cccc([N+](=O)[O-])c2)n1-c1ccc(F)cc1,15,0.2,-3,-0.1
Cc1ccc(NC(=O)CN(C)S(=O)(=O)c2cc(Cl)ccc2Cl)cc1,6,0.9,-8,0.1
CCCC(=O)N1CCN(c2nc(C(C)C)c3c(c2C#N)CC(C)(C)OC3)CC1,-3,-0.3,-4,0.0
Cn1ccnc1C(=O)c1cccc(Br)c1,5,-0.5,-9,0.0
CC1=NN(c2ccc(Cl)c(Cl)c2)C(=O)/C1=C/c1ccc(N(C)C)cc1,-5,-0.4,2,-0.2
C#CCNc1c(C(C)=O)nnn1-c1ccc(F)cc1,-3,1.0,-33,0.1
COc1ccc(C(=O)Nc2ccc3nc(N4CCCCC4)cc(C)c3c2)cc1,-5,0.6,4,0.1
CC(C)c1nnc(NC(=O)CC23CC4CC(CC(C4)C2)C3)s1,-4,0.7,1,0.1
Cc1ccc(/C=N\NC(=O)Cc2cccs2)cc1,2,0.2,-29,0.1
COc1ccccc1CNS(=O)(=O)c1ccc2c(c1)SC(C)CN2C(C)=O (stereo not given),4,-0.6,4,0.1
CCOc1ccc(S(=O)(=O)Nc2ccc3oc(C)c(C(=O)OC(C)C)c3c2)cc1,10,-1.1,8,0.7
CCCOc1cccc(NC(=O)c2cc(C(C)(C)C)oc2C)c1,1,0.7,1,0.0
NNC(=O)CN1C(=O)Nc2ccc(Br)cc2C1c1ccccc1 (stereo not given),10,1.1,8,0.0
CC(Cc1ccccc1)NC(=O)CSc1nc(N)c2c3c(sc2n1)COC(C)(C)C3 (stereo not given),2,0.1,5,0.0
CC(C)(C)NC(=O)NC(=O)CSC1=Nc2ccccc2C2CC=NN12 (stereo not given),-6,-1.6,6,-0.1
CCOc1ccccc1NC(=O)C(=O)NCCO,9,-0.2,5,0.0

# Four entries drawn at random from those above, as already listed:
SMILES,MITF primary,GPR151 ag,TEAD-YAP inh,FBW7 act
CC(C)(C)NC(=O)NC(=O)CSC1=Nc2ccccc2C2CC=NN12 (stereo not given),-6,-1.6,6,-0.1
Cc1ccc(/C=N\NC(=O)Cc2cccs2)cc1,2,0.2,-29,0.1
NNC(=O)CN1C(=O)Nc2ccc(Br)cc2C1c1ccccc1 (stereo not given),10,1.1,8,0.0
C#CCNc1c(C(C)=O)nnn1-c1ccc(F)cc1,-3,1.0,-33,0.1

# Further results follow.
SMILES,MITF primary,GPR151 ag,TEAD-YAP inh,FBW7 act
CCCC(C)C(=O)N(CC)c1ccccc1 (stereo not given),0,1.3,7,-0.2
CCOC(=O)c1cc2nc(-c3ccccc3)cc(C)n2n1,0,1.6,-4,0.2
COc1cccc(-n2c(=O)c3sccc3n(Cc3cc(=O)n4ccccc4n3)c2=O)c1,-4,0.5,-4,0.0
Cc1ccc(NC(=S)NNC(=O)C(N)=O)c(C)c1,2,1.0,-2,-0.1
CCCOc1ccccc1C1C(C(=O)OCCOc2ccccc2)=C(C)NC2=C1C(=O)CC(C)(C)C2 (stereo not given),-5,0.5,7,-0.2
Cc1ccc2nc(N3CCN(Cc4nnnn4C4CCCC4)CC3)c(C#N)cc2c1,9,0.1,-8,0.1
COc1ccc(CNC(=O)CSc2nc3cc4c(cc3cc2C#N)OCCO4)cc1,4,3.0,61*,0.0
CCOC(=O)c1cnc(SCC(=O)c2ccc(-c3ccccc3)cc2)nc1N,-7,1.0,3,-0.1
Cc1cc(C)c2oc(-c3ccc(NC(=O)c4ccc(-c5ccc([N+](=O)[O-])cc5)o4)cc3)nc2c1,16,0.2,-9,0.1
Cc1c(C)n2c(SCc3cccc(F)c3)nnc2[nH]c1=O,5,0.6,4,0.1
O=C(NCCOC(=O)c1ccc(F)cc1)c1ccncc1,-9,2.3,12,-0.1
O=C(CCCCCn1c(=S)[nH]c2cc3c(cc2c1=O)OCO3)NCc1ccc(Cl)cc1,-5,0.2,0,-0.1
Cc1cc(NC(=O)CCC(=O)N(CC(=O)NC2CCCC2)CC2CCCO2)no1 (stereo not given),3,2.3,9,0.2
COc1ccc(C(C)NC(=O)C(N)=O)cc1 (stereo not given),-5,-0.4,2,0.0
CCC(=O)N1c2ccccc2NC2=C(C(=O)CC(C)(C)C2)C1c1ccccc1F (stereo not given),-2,-0.5,4,-0.1
CC(C)c1ccc(/C=C2\N=C(c3ccc(-c4ccccc4)cc3)OC2=O)cc1,-1,1.9,2,-0.1
O=C(CSCc1ccccc1Cl)NNC(=S)NC1CCCCC1,16,2.0,-13,0.2
COC(=O)c1c(NC(=O)c2ccc(S(=O)(=O)N3CCCC3)cc2)sc2c1CCN(C(C)=O)C2,1,0.4,12,0.0
CCOC(=O)c1cccc(NC(=O)C2=C(C)C(=O)OC23CCCCC3)c1,11,1.2,-1,-0.3
COc1cccc(NC(=O)CSc2nc3c(sc(=S)n3-c3cccc(OC)c3)c(=O)n2-c2ccccc2C)c1,2,-0.7,2,0.3
COc1cccc2cc(C(=O)N(CC3CCCO3)c3nc4c(C)ccc(C)c4s3)oc12 (stereo not given),-7,0.3,-1,0.1
CCN1CCCC1CNCc1ccccc1F (stereo not given),11,1.5,4,0.6
CCCCC1CN(CC(=O)N(C)CC2CCN(CCOC)C2)Cc2ccccc2O1 (stereo not given),2,-0.3,10,0.0
NC(=O)c1csc(Nc2ccc(-n3ccnc3)cc2)n1,0,-0.6,-4,-0.1
COc1ccc(Cl)cc1C(=O)N/C(=C\c1cccc([N+](=O)[O-])c1)C(=O)Nc1ccc(Br)cc1,3,1.2,-3,-0.1
CCOC(=O)C(NC(=O)c1ccccc1Oc1nc(OC)cc(OC)n1)C(=O)OCC,-16,-0.4,1,-0.1
COCCOC(=O)c1c(C)n(C)c2ccc(O)cc12,11,-0.8,-21,0.1
O=C(NCCCNC(=O)c1ccc(C(F)(F)F)cc1)c1ccc(C(F)(F)F)cc1,0,0.7,6,-0.1
Nc1nc(/C(=C/CC(=O)O)C(=O)N[C@@H]2C(=O)N3C(C(=O)O)=CCS[C@H]23)cs1,29,0.3,-21,-0.1
CCOc1ccc(/C=C(\C#N)C(=O)NCC2CCCO2)cc1 (stereo not given),7,-0.6,-7,-0.1
CCCC(=NCc1ccccc1)C1=C(O)CC(C)(C)CC1=O,4,-0.8,-10,0.5
CCCCNC(=O)Nc1ccccc1C(=O)Nc1ccc(Cl)cc1,-6,0.5,-38,-0.2
COc1ccc(/C(O)=C2\C(=O)C(=O)NC2c2ccc(C)cc2)cc1 (stereo not given),14,0.1,2,-0.1
CC(C)CCNC(=O)C1CCCN1C(=O)Nc1ccccc1 (stereo not given),-6,2.0,-5,0.0
CCOC(=O)c1c(NC(=O)COc2ccccc2C)sc(C(=O)Nc2ccccc2C)c1C,7,-0.1,-13,0.3
CN1CCN(c2ncn(-c3ccc(Nc4ncc(F)c(-c5cc(F)cc(N6CCOCC6)c5)n4)cc3)n2)CC1,0,1.4,77*,0.0
CCC(C(=O)Nc1cc(C)ccc1OC)n1nnc(C(=O)OC)c1C(=O)OC (stereo not given),0,1.8,6,-0.1
CCOc1ccc(NC(=O)c2ccc(C(=O)Nc3ccc(OCC)cc3)cc2)cc1,8,3.0,-6,-0.2
Cc1ccc(C)c(Cn2c(C(=O)O)c(CNC3CCCC3)c3ccccc32)c1,11,-0.8,15,0.2
C(=C\c1ccccc1)/CSc1nnc(-c2ccco2)n1-c1ccccc1,17,-1.7,-2,0.0
O=C(CNC(=O)CNS(=O)(=O)c1ccccc1)NCc1ccco1,-3,-1.0,-2,-0.1
